# High-throughput results deposited in PubChem BioAssay by National Center for Advancing Translational Sciences (NCATS).
# Eya2 phos inh: Eya2 (human) phosphatase inhibition; recombinant Eya2, OMFP fluorescence dephosphorylation (OMFP is methylfluorescein phosphate); Potency, µM (series often up to 76.9 µM), for inactives: at the top dose activity, negative = inhibition, usual class: inhibitors; 330,000 tested, 0.006% active; AID 488837; note: potency is the fitted concentration of half-maximal effect; % is set by controls: 0 for no effect and ±100 for the full control effect
#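 Eya2 protein (added as 0.2 uM solution) was preincubated with compound for 10 min at ambient temperature in 50 mM HEPES pH 7.5, 50 mM NaCl, 5 uM MgCl2, 0.05% BSA, 1 mM DTT. OMFP (added at 50 uM) then reacted 10 min; fluorescence read at 485/525 nm.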
# BRCA1 expr act: increases BRCA1 expression; MCF7-BRCA1-FFLuc reporter, luminescence, 48 h; response scale: scaled: vehicle 0%, 10 µM genistein 100%; Potency, µM (titrated, usually from 46.1 µM), for the others: at the top dose activation, most hits filed as activators; 380,000 tested, 1.1% active; note: potency is the fitted concentration of half-maximal effect; nearly all actives have a fitted effect of over 80% in size; some results filed as inactive show a strong effect at the top dose
#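 Compounds are tested at multiple concentrations on MCF7 BRCA1-luciferase reporter cells seeded at 2000 per well; after 48 h, a single luminescence end-point is taken and curves fitted to the normalized data.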
# a7 integrin act: integrin-mediated muscular dystrophy alleviation activation; alpha7betagal myoblasts, beta-gal FDG fluorescence, 48 h; Potency, µM (doses to about 38.3 µM), for inactives: at the highest dose activation, actives largely listed as activators; 350,000 tested, 0.064% active; AID 624291;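 note: potency is the fitted concentration of half-maximal effect; 100% = response of the positive control SU9516; nearly all actives have a fitted effect of over 60% in size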
#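 alpha7betagal+/- myoblasts (passage 13, 250/well) treated 48 h at 37C with compounds at 1:260 dilution of DMSO stock. Lysed, then beta-galactosidase activity read as FDG fluorescence (ex 480/em 540) after 30 min, with pre-read for autofluorescence.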
# USP2a block: USP2a (human) protease inhibition; O75604; USP2 core, Ub-CHOP2 coupled fluorogenic reporter, 485/531; Potency, µM (highest dose often 38.3 µM), for the others: at the top dose activity change, negative = inhibition, hits mostly inhibitors; 330,000 tested, 0.01% active; AID 463254;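 note: potency is the fitted concentration of half-maximal effect; plate controls were DMSO wells for no effect and full inhibition by NEM control for full effect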
#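 USP2 core (10nM final) preincubated 30min RT with compound in 20mM Tris-HCl pH 8.0, 2mM CaCl2, 2mM beta-mercaptoethanol, 0.05% CHAPS; 25nM Ub-CHOP2 plus 25nM reporter substrate added, fluorescence (Ex485/Em531) read after 60min.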
# ELG1 genotoxic: inducers of genotoxicity in HEK293T ELG1-luciferase cells; HEK293T ELG1-luciferase reporter, luminescence, 16 h; Potency, µM (titrated, usually from 46 µM), without a hit: at the top dose activity change, positive = activation, actives largely listed as activators; 330,000 tested, 1.3% active; AID 504466; note: potency is the fitted concentration of half-maximal effect; % of control where 0% means no effect; nearly all actives have a fitted effect of over 60% in size
#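 Genotoxicity was scored as increased ELG1-luciferase reporter signal, measured by ONE-Glo luminescence (30 min, room temperature). Compound or vehicle exposure of the HEK293T reporter cells lasted 16 hr at 37°C.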
# TRPV1 ag: human TRPV1 agonism; TRPV1-expressing cells, Fluo-8 calcium influx, agonist mode; activation, % at 8.33 µM; 320,000 tested, 0.19% active; Q8NER1; in the data active = activation above about 80%; inconclusive = between about 30% and that limit; note: 0% is about no effect
# Target sequence (Q8NER1 whole entry, looked up): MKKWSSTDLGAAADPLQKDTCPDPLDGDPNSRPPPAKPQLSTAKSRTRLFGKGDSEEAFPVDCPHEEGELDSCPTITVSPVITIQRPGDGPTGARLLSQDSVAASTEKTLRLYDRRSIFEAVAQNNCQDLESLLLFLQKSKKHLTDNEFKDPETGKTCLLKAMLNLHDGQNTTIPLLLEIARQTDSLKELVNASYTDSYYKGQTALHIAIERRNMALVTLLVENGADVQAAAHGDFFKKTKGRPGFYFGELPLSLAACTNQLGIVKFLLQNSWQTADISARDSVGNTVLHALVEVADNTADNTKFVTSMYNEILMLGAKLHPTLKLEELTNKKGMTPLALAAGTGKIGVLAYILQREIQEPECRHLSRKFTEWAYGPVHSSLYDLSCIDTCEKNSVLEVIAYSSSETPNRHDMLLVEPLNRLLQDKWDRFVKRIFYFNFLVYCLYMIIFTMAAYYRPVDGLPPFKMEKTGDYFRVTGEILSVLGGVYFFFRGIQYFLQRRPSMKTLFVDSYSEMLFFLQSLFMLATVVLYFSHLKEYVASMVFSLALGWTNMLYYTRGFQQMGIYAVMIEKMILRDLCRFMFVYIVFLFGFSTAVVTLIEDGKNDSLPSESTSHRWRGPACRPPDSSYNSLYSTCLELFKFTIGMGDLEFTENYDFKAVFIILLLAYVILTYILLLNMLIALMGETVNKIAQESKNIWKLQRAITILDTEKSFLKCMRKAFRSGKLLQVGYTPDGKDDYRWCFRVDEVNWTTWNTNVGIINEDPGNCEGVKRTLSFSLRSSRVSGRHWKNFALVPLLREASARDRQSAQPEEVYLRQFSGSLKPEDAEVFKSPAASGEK
#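 Fluo-8 calcium influx in TRPV1-expressing cells, kinetic read (ex 480/em 520 nm). Compound added and read 3 min for agonist activity, followed by capsaicin at EC20 final and 2 min further read for enhancement.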
# TSG101-PTAP inh: blocks PTAP/TSG101 interaction to inhibit HIV-1 budding | Potency, µM (series often up to 115 µM), for inactives: at the top dose activity change, negative = inhibition, usual class: inhibitors | Fluorescence polarization, FITC-PTAP peptide / Tsg101 binding | 340,000 tested, under 10 active; active = well fitted inhibition curve with a large enough effect in the main read-out, with a control signal flat, not every such curve was filed as active; inconclusive = small, poorly fitted or top-dose-only effect, or effect the other way, or a change in a side signal; inactive = no such curve, though single readings can be large or run the other way; note: potency is the fitted concentration of half-maximal effect; % of control where 0% means no effect
#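 Tsg101 binding domain (10 uM final) was mixed with compound and a FITC-labeled PTAP peptide (50 nM final) in HEPES pH 7.5 buffer with NaCl, Tween 20, EDTA and TCEP; fluorescence polarization was read after 20 min at r.t.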
# uPA surface inh: blocks generation of uPA at the cell surface | cell surface uPA generation assay, qHTS | Potency, µM (top dose mostly 38.3 µM), inactives show top-dose activity change, negative = inhibition, most hits filed as inhibitors | 330,000 tested, 0.31% active | AID 540303; active = well fitted inhibition curve with a large enough effect; inconclusive = small, poorly fitted or top-dose-only effect; inactive = no such curve, though single readings can be large or run the other way; tested in mouse RAW 264.7 cells; note: potency is the fitted concentration of half-maximal effect; % is set by controls: 0 for no effect and ±100 for the full control effect; nearly all actives have a fitted effect of over 55% in size
# B2AR arrestin: recruits beta-arrestin to the human beta2-adrenergic receptor; Potency, µM (highest dose often 46.1 µM), without a hit: at the highest dose activation, hits mostly activators; AID 492947; 330,000 tested, 0.02% active; beta-arrestin recruitment to beta2AR, cell-based reporter; P07550;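 note: potency is the fitted concentration of half-maximal effect; 0% = DMSO controls and full agonism = EC100 isoproterenol or metaproterenol; nearly all actives have a fitted effect of over 65% in size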
# p53 reactivator: re-activators of mutant p53; Potency, µM (doses to about 92.2 µM), inactives show at the top dose activity change, positive = activation, usual class: activators; H1299 p53-A138V BP100-luciferase reporter, luminescence, 24 h; 320,000 tested, 0.063% active; AID 504706; note: potency is the fitted concentration of half-maximal effect; % of control where 0% means no effect; nearly all actives have a fitted effect of over 45% in size
#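 p53-null H1299 cells stably carrying temperature-sensitive p53-A138V and a BP100-luciferase reporter were pinned with compounds (4-point, 1:5 series) and held 24 hrs at 37 deg C. Luminescence was read 10 min after detection reagent.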
# S-ASM inh: human S-ASM enzyme inhibition. placental ASM, HMU-PC fluorogenic substrate, 60 min. Potency, µM (titrated, usually from 57.5 µM), inactives show at the highest dose activity change, negative = inhibition, hits mostly inhibitors. 340,000 tested, 0.006% active. AID 504937; note: potency is the fitted concentration of half-maximal effect
#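 Steps: dispense placental human ASM, pin compound, wait 10 min at room temperature, add HMU-PC0 substrate at 9 uM final, incubate 60 min at 37 °C, add stop solution raising pH to 10, read fluorescence.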
# An asterisk follows results filed as active; ? = inconclusive; . = no result given; [ ] = remark or other dose. Unless noted, calls come from the whole dose curve; as a rule, active = well fitted curve in the direction sought with a large enough effect; inconclusive = small, poorly fitted or top-dose-only effect, or another doubt; inactive = no such curve, though single readings can be large; an effect the other way counts as inactive or inconclusive.
SMILES,Eya2 phos inh,BRCA1 expr act,a7 integrin act,USP2a block,ELG1 genotoxic,TRPV1 ag,TSG101-PTAP inh,uPA surface inh,B2AR arrestin,p53 reactivator,S-ASM inh
O=C(Nc1ccc(F)cc1)c1ccccc1,2%,11µM*,3%,1%,?,?,-3%,-8%,-0.2%,16%,4%
Cc1ccc(-c2ccc(CO)o2)cc1N,-5%,37%,27%,-1%,-19%,-3,-3%,-3%,-0.3%,3%,-2%
Clc1ccc(-c2nc3n(n2)Cc2ccccc2-3)cc1,-1%,0%,-23%,-1%,?,3,2%,-3%,0.5%,?,-3%
CC12CCC(=O)N1C(C(=O)NNC(=O)c1ccc(Br)cc1)CS2 (stereo unspecified),5%,-4%,-12%,-1%,-2%,12,-1%,4%,0.2%,-2%,0%
CC(=O)c1c(Nc2ccc3c(c2)OCCO3)oc(C)cc1=O,-12%,51%,7%,2%,?,.,-4%,?,3.3%,?,3%
CC(C)Cc1nc2ccc(N)cc2[nH]1,-9%,6%,-10%,0%,3%,2,-1%,0%,-1.2%,4%,3%
Cc1ccc(CNC(=O)CCS(=O)(=O)c2ccc3c(c2)NC(=O)CO3)cc1,-11%,-13%,-25%,4%,-2%,0,1%,1%,-0.3%,-15%,4%
CCOC(=O)C1=C(C)Nc2nc(SCc3cccnc3)nn2C1c1ccc(OC)cc1 (stereo unspecified),-8%,-27%,-5%,0%,-3%,.,0%,-3%,0.5%,-8%,-3%
O=S(=O)(Cc1ccccc1)N1CCN(Cc2ccc3c(c2)OCO3)CC1,.,-1%,19%,.,.,3,-9%,4%,.,.,-4%
CCc1nc2ccccc2c(NC(=O)CN2CCC(C)CC2)c1C,-2%,6%,-13%,0%,2%,1,-2%,-1%,0.1%,-10%,1%
O=C(Cn1cnc2c(nnn2Cc2ccc(F)cc2)c1=O)NCc1ccc2c(c1)OCO2,-14%,-26%,-6%,0%,1%,-1,0%,-1%,4.0%,-3%,1%
CC(C)N(C(=O)Cn1c(SCC(=O)Nc2nccs2)nc2ccccc21)C(C)C,1%,-2%,-7%,2%,8%,4,-2%,7%,0.3%,-1%,1%
Cc1cn([C@H]2C[C@H](O)[C@@H](COS(=O)(=O)O)O2)c(=O)[nH]c1=O,10%,15%,-6%,4%,-1%,.,-5%,2%,-0.6%,7%,-4%
COc1ccc(OC)c(NC(=O)CSc2ncccn2)c1,10%,0%,1%,4%,-3%,5,-1%,-1%,-0.2%,1%,1%
O=C(CNC(=O)c1ccco1)Nc1ccc(Br)cc1,-4%,?,?,3%,?,4,-7%,?,-0.6%,?,0%
O=C(COC(=O)/C=C/c1cccs1)Nc1nc(-c2cccc(Br)c2)cs1,-17%,0%,-5%,-9%,7%,0,-3%,-7%,-0.2%,4%,-9%
COc1ccc(CNC(=O)c2ccc[nH]2)cc1Cl,-6%,5%,0%,2%,0%,11,3%,.,-0.6%,-1%,1%
CCN(CC(=O)Nc1c(F)cccc1F)C(=O)C1CCN(C(=O)c2ccc(F)cc2)CC1,-4%,-18%,7%,0%,-8%,0,-2%,2%,-0.5%,-1%,3%
O=C(O)c1ccc(S(=O)(=O)Nc2cccc(CP(=O)(c3ccccc3)c3ccccc3)c2)cc1,-3%,43%,0%,0%,0%,1,0%,5%,-1.0%,2%,5%
NS(=O)(=O)c1cccc(NC(=O)COC(=O)c2ccc(S(=O)(=O)N3CCOCC3)cc2)c1,.,6%,5%,.,.,.,0%,-18%,.,.,2%
CCCN1C2CCCC1CC(NC(=O)c1cccc(OC)c1)C2 (stereo unspecified),2%,-6%,1%,2%,-1%,-3,2%,0%,-0.6%,.,-1%
O=C(COc1ccc(Cl)cc1)Nc1ccc2oc(-c3ccncc3)nc2c1,0%,38%,4%,-2%,2%,2,-1%,-3%,-0.3%,2%,12%
CC(=O)C1=C(O)C(=O)N(c2ccc(O)cc2)C1c1ccc(F)cc1 (stereo unspecified),16%,16%,1%,0%,2%,-2,-4%,3%,0.5%,0%,1%
NC(=O)c1ccccc1O,-1%,-3%,.,2%,0%,-8,-1%,11%,-0.7%,5%,4%
Cc1cc(C)n(-c2ccc(-n3ccnc3)nn2)n1,-3%,4%,?,-2%,0%,6,-3%,2%,-0.5%,2%,0%
Cc1cc(OC(F)F)ccc1NC(=O)Nc1ccc2c(c1)OCO2,2%,-2%,35%,0%,10%,3,2%,2%,3.8%,17%,2%
CC(=O)Nc1ccc(OCc2nnc(-c3ccccc3)o2)cc1,-11%,6%,-19%,0%,11%,0,-1%,7%,0.3%,.,0%
CCOC(=O)CNC(=O)C1c2cc(OC)c(OC)cc2C(=O)N(C)C1c1ccccc1F (stereo unspecified),7%,-15%,-3%,0%,1%,11,-8%,-1%,-0.1%,-4%,3%
O=C1CC(C(=O)Nc2ccc(Cl)cc2[N+](=O)[O-])C2(CCCCC2)O1 (stereo unspecified),5%,-1%,5%,4%,0%,0,3%,1%,-0.4%,-16%,0%
CC/C(=N\NC(=O)C1CCCC1)c1cccc(Br)c1,1%,0%,?,3%,0%,?,-2%,1%,-0.3%,2%,-1%
N#CC1=C(N)C(C#N)(C#N)C2(C(=O)Nc3ccccc32)C2CCCC=C12 (stereo unspecified),-4%,-4%,3%,-3%,-1%,-6,-5%,4%,-0.9%,7%,1%
COc1ccc(/C=N/NC(=O)c2cccc([N+](=O)[O-])c2)c2ccccc12,1%,-60%,14%,4%,2%,4,-9%,1%,-0.2%,4%,0%
O=C(CSc1ncccn1)N1CCCCCC1,-32%,-1%,9%,3%,4%,.,2%,-9%,0.4%,9%,4%
CCCN1CCN(CC(=O)Nc2cc(OCC)ccc2OCC)CC1,0%,-11%,-18%,3%,-5%,-6,-5%,-6%,0.2%,-6%,1%
CC1(C)C2CCC1(C)C(OCC[N+](C)(C)CC(=O)OC1CCCCC1)C2 (stereo unspecified),-1%,-58%,-55%[inhibitor],2%,-10%,9,0%,?,-0.2%,-33%[inhibitor],-5%
COc1ccc(NC(=O)Nc2cccc(C(=O)N3CCOCC3)c2)cc1OC,5%,-15%,3%,2%,0%,-1,-2%,-6%,-0.9%,24%,2%

# Only USP2a block and S-ASM inh, for two of the compounds above:
Structure	USP2a block	S-ASM inh
O=S(=O)(Cc1ccccc1)N1CCN(Cc2ccc3c(c2)OCO3)CC1	.	-4%
CCc1nc2ccccc2c(NC(=O)CN2CCC(C)CC2)c1C	0%	1%

# More records:
SMILES,Eya2 phos inh,BRCA1 expr act,a7 integrin act,USP2a block,ELG1 genotoxic,TRPV1 ag,TSG101-PTAP inh,uPA surface inh,B2AR arrestin,p53 reactivator,S-ASM inh
CC1CCCN(CCCNC(=O)c2coc3nc4ccccc4nc23)C1 (stereo unspecified),7%,8%,-14%,2%,13%,-4,4%,1%,0.0%,-1%,.
Cc1nc(SCC(=O)N2CCN(c3ccccc3)CC2)c2oc3ccccc3c2n1,4%,-33%,6%,1%,-11%,28,-3%,2%,-0.1%,-31%[inhibitor],-25%
COc1ccc(-c2nnc3sc(-c4ccc(Br)o4)nn23)cc1OC,3%,.,.,2%,-1%,-3,.,.,0.0%,4%,.
O=C(CSc1nnc(Cc2cccs2)n1Cc1ccco1)Nc1cc(Cl)cc(Cl)c1,-26%,-36%,-23%,-1%,-13%,2,0%,7%,-0.2%,-14%,-9%
CC1(C)NC(=O)N(CC(=O)N2CCN(c3cccc(C(F)(F)F)c3)CC2)C1=O,7%,-28%,19%,-1%,-5%,-2,-1%,-18%,0.1%,-8%,0%
COCC(=O)NCCSc1c(C)[nH]c2ccccc12,-16%,9%,20%,1%,14%,2,-5%,5%,-0.1%,9%,-2%
Cc1ccc(N(CC(=O)N/N=C/c2cc(C)n(-c3ccccc3C)c2C)S(C)(=O)=O)cc1,-3%,-3%,-2%,1%,-1%,2,0%,-3%,-0.1%,17%,-9%
CCN1C(=O)[C@H]2[C@@H](c3ccc(C)cc3)N3C(=O)N(c4cccc(F)c4)C(=O)[C@@]3(Cc3ccc(Cl)cc3)[C@H]2C1=O,5%,-31%,6%,0%,0%,0,1%,-3%,-0.1%,10%,0%
O=C(Nc1cccc(S(=O)(=O)N2CCOCC2)c1)c1ccccc1[N+](=O)[O-],5%,-12%,-46%[inhibitor],4%,1%,2,-2%,-6%,0.2%,-6%,5%
COc1ccc(NC(=O)CC2SC(=NCc3ccccc3OC)NC2=O)cc1 (stereo unspecified),-7%,-5%,27%,2%,0%,-1,-5%,21%,-0.2%,-15%,0%

# Outcome played no part in choosing rows; overall some 2.6% were active at least once.
